SENP1 inh: blocks the human SENP1 SUMO protease catalytic domain | inhibition, % at 10 µM | hit rate 0.21% among 360,000 | recombinant SENP1 catalytic domain, CyPet-SUMO1-YPet FRET cleavage | AID 624204;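 active means inhibition at least 30% at 10 µM, raw YFP signal under a set limit, fluorescence ratio 0.5 to 1.5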;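 further: 0% = enzyme with DMSO and 100% = no enzyme wells; some results filed as inactive read as strong as hits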
Target sequence (Q9P0U3 419-644 limits assumed): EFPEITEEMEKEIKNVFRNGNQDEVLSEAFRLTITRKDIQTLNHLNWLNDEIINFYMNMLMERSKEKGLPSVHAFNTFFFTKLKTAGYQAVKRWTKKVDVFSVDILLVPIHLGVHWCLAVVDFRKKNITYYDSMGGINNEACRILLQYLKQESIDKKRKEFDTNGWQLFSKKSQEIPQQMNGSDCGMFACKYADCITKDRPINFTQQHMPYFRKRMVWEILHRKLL
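System: Recombinant human SENP1 catalytic domain, His6-tagged | Incubation: Enzyme reaction for 50 min at room temperature, dark | Medium: Tris pH 8 with BME, BSA, NP40 and catalase | Also added: 25 nM SUMO1 FRET substrate | Compound: 10 µM single point, 0.5% DMSO | Measured by: FRET fluorescence in CFP and YFP emission channels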
SENP6 block: inhibitors of human SENP6 protease | Recombinant SENP6 catalytic domain, aminoluciferin luminescence | inhibition, % at 10 µM | hit rate 1.8% among 330,000 | AID 2599;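 active means inhibition above about 50% at the single tested dose, limit read from the data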;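 further: plate controls were DMSO wells with enzyme for no effect and DMSO wells lacking enzyme for full effect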
HKDC1 inhibitor: blocks human hexokinase HKDC1 activity; hit rate 0.16% among 340,000; inhibition, % at 20 µM; Q2TB90; recombinant HKDC1, G6PDH/diaphorase resazurin coupled fluorescence;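 active means inhibition above about 35% when tested at 20 µM, limit read from the data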;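 further: plate controls were DMSO wells with enzyme for no effect and DMSO wells lacking enzyme for full effect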
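Assay system: in-house recombinant HK5 (HKDC1) enzyme. Input: HKDC1 at 5 µg/mL. Medium: Tris pH 8.0 buffer with MgCl2, Tween-20, BSA, BME. Dosing: single 20 µM dose. Schedule: 90 min reaction incubation at room temperature, dark. Signal: resazurin-to-resorufin fluorescence via G6PDH and diaphorase coupling, 525/613 nm. Controls: DMSO-enzyme wells negative, buffer-substituted wells positive.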
PfGluPho inh: PfG6PD (Plasmodium falciparum) enzyme inhibition | PfGluPho enzyme, NADPH resazurin-diaphorase fluorescence | inhibition, % at 20 µM | hit rate 0.78% among 350,000 | AID 504690;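 active means inhibition reaching at least a set limit at 20 µM in the primary screen, cut at about 59% in these data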;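 further: 0% = DMSO wells with substrate and 100% = DMSO wells lacking glucose-6-phosphate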
UBC13 inh: blocks human UBC13 polyubiquitin chain formation. P61088. TR-FRET. inhibition, % at 20 µM. hit rate 0.47% among 330,000; in the data active means inhibition above about 45%, passing the limit was not always enough
Target sequence (P61088 whole entry, looked up): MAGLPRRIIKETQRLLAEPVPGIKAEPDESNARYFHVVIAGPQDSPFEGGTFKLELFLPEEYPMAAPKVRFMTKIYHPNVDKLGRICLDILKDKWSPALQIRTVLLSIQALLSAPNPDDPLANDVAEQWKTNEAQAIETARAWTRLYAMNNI
SENP7 block: inhibitors of human SENP7 protease | recombinant SENP7, Z-RLRGG-aminoluciferin luminescence, 40 min | inhibition, % at 5 µM | hit rate 1.5% among 330,000 | AID 434973;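 active means inhibition above about 50% at the single test dose, limit read from the data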;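 further: plate controls were DMSO with enzyme for no effect and no enzyme buffer wells for full effect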
Target sequence (Q9BQF6 706-1050 limits assumed): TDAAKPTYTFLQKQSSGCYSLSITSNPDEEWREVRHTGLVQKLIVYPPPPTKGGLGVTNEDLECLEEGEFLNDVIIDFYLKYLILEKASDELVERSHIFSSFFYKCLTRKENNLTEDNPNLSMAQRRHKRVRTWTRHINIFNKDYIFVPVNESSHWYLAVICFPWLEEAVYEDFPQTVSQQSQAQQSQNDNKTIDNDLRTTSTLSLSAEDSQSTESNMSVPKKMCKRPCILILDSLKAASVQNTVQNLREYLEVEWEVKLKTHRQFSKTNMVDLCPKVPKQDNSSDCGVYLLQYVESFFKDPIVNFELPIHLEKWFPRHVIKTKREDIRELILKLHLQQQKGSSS
SENP8 block-1: inhibitors of human SENP8 protease; Q96LD8; purified SENP8, Z-RLRGG-aminoluciferin cleavage, luminescence; inhibition, % at 10 µM; hit rate 1.2% among 330,000; AID 2540; in the data active means inhibition above about 50%
Target sequence (Q96LD8 whole entry, looked up): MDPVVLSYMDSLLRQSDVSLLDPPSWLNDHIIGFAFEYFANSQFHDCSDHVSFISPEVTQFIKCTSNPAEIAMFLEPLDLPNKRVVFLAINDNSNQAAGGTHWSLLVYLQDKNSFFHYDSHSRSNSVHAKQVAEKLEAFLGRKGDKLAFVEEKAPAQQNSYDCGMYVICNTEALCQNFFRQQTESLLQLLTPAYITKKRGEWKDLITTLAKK
beta cell repl: inducers of beta-cell replication in MIN6 cells; MIN6 cells proliferation, ATPlite luminescence, 48 h; cells starved in 0.2% serum; 100% = growth in 10% serum; proliferation, % at 10 µM; hit rate 0.29% among 330,000; AID 2380;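 active means compounds whose signal lies at least 3.5 SD above the mean of all wells on their plate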;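 further: 0% = DMSO-treated cells in low-serum medium and 100% = 10% serum control; some compounds called inactive have numbers as strong as hits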
SENP8 block-2: SENP8 (human) protease inhibition; Q96LD8; recombinant SENP8, Nedd8 substrate fluorescence; inhibition, % at 20 µM; hit rate 0.64% among 360,000; AID 602440; in the data active means inhibition mostly above about 40%, no sharp cut-off; inactive means mostly below about 27%
* marks the source's active call; other numbers are inactive results; · = not tested or not shown.

Molecule	SENP8 block-2	HKDC1 inhibitor	PfGluPho inh	SENP8 block-1	beta cell repl	SENP7 block	SENP6 block	UBC13 inh	SENP1 inh
Cc1cc(C)n(-c2nc(O)cc(=O)[nH]2)n1	22.8	-5.8	9.9	-10.2	-2.4	5.0	0.2	-5.4	3.0
CCOc1ccc(NC(=S)N2CCN(S(=O)(=O)c3ccc(OC)cc3)CC2)cc1	10.9	-1.2	13.6	0.7	-2.3	-5.0	-6.0	4.1	2.8
CC(C)OC(=O)C(C)Nc1n[nH]c(=S)[nH]c1=O (stereo not given)	11.4	-4.8	-19.6	1.7	0.1	-3.0	13.4	-4.9	1.9
COc1cnc(-c2ccccn2)nc1Oc1ccccc1Cl	4.9	-0.9	-3.0	1.7	1.4	2.3	-16.3	-6.8	2.0
CCOc1ccc(NC(=O)CN(c2cc(C)cc(C)c2)S(=O)(=O)c2c(C)noc2C)cc1	12.2	-3.2	11.9	-2.4	-5.5	-2.8	0.8	9.0	-1.8
Cc1ccc([N+](=O)[O-])cc1S(=O)(=O)NCC1COc2ccccc2O1 (stereo not given)	14.0	2.6	12.7	8.3	-1.5	-3.2	17.4	-3.7	-0.4
COc1ccc(NC(=O)c2ccco2)cc1S(=O)(=O)N1CCOCC1	13.7	-5.5	-10.3	10.5	-3.9	-2.1	4.0	5.5	0.8
COc1ccc(C(CC(=O)O)NC(=O)COc2ccccc2)cc1 (stereo not given)	-0.3	0.1	-5.5	-12.3	-1.7	-8.6	-11.6	-3.3	-1.2
Cc1cc(C)c2nc(SCC(=O)NCC3CCCO3)c(C#N)cc2c1 (stereo not given)	-49.7	-7.9	-0.2	0.4	4.1	2.6	-20.1	16.0	-41.0
NS(=O)(=O)c1cccc(NC(=O)CN2CCC(Cc3ccccc3)CC2)c1	10.4	-4.0	4.2	5.3	-3.1	7.5	6.5	6.9	0.4
Cc1cc(C=O)c(C)n1-c1ccc(NC2CCCCC2)c([N+](=O)[O-])c1	56.6*	6.9	-1.0	-4.2	-4.4	-9.3	1.7	-29.8	6.2
CCOc1ccc(NS(=O)(=O)c2ccc(C(=O)N(C)CC(=O)Nc3ccc(OC)cc3)cc2)cc1	1.7	-3.6	-10.4	-1.5	-0.2	-14.0	-11.6	-3.4	-0.1
COc1ccc2c(=O)c(C(=O)NCCc3ccccc3)c[nH]c2c1	-11.7	4.0	23.6	-17.4	-0.4	-11.6	-3.1	0.9	-8.6
COc1ccc2cc(/C=N/NC(=O)CSCc3ccc([N+](=O)[O-])cc3)c(Cl)nc2c1	-90.2	-2.1	1.1	-1.2	0.8	2.6	10.5	18.1	-32.6
O=[N+]([O-])c1cc(C(F)(F)F)ccc1N1CCN(CCO)CC1	22.7	-9.6	1.9	-0.9	2.1	-0.8	-12.6	-11.9	1.9
O=C(CNC(=O)c1n[nH]c2ccccc12)Nc1cc(Cl)ccc1Cl	-8.2	-8.7	-14.9	-8.5	-2.2	6.8	-15.1	0.4	2.1
O=C(NCc1ccc(N2CCCC2=O)cc1)c1cn(Cc2ccccc2)nn1	19.9	-2.0	-8.0	-1.0	-0.6	9.2	13.5	-3.9	-2.3
Cc1cc(C(=O)OCC(=O)N(CC(C)C)c2c(N)n(Cc3ccccc3)c(=O)[nH]c2=O)c2ccccc2n1	0.5	-1.3	10.6	-6.1	1.5	0.8	-3.9	-5.8	-16.3
O=C(c1cc(N2C(=O)C3C4CCC(C4)C3C2=O)ccc1Cl)N1CCCCCC1 (stereo not given)	-3.1	-5.5	5.8	-11.4	-2.2	-7.0	-2.5	-10.5	-0.4
COc1c(-c2ccccc2)oc2c(ccc3occc32)c1=O	-188.1	3.4	-6.2	0.9	4.6	0.5	-0.8	7.2	0.8
CCOc1ccccc1NC(=S)Nn1cnnc1	4.1	-6.9	62.5*	-1.3	-4.7	5.7	-4.0	1.0	3.1
C=CCN1C(=O)c2ccc(C(=O)N3CCN(S(=O)(=O)c4cc(C)ccc4C)CC3)cc2C1=O	4.4	-3.3	-13.7	-13.6	-0.7	-2.8	-2.5	-9.6	-0.4
Cc1ccnc(NS(=O)(=O)c2ccc(NC(=O)c3cc(-c4ccccc4)nc4ccccc34)cc2)n1	-14.2	0.4	-7.0	-1.6	0.0	-0.4	-3.1	-10.3	-33.0
O=C1c2ccccc2C(=O)N1CC(O)Cn1nnc2ccccc21 (stereo not given)	10.0	-9.3	1.9	-5.6	-4.5	-6.5	0.3	-12.3	0.3
O=S(=O)(Nc1ccccc1)N1CCCCC1	10.9	-2.8	4.1	·	·	·	·	·	-2.5
CC(=O)N(c1ccc(Br)cc1)C1C=CS(=O)(=O)C1 (stereo not given)	9.3	-4.7	-8.9	-0.9	-1.4	6.7	-16.8	6.2	0.9
O=C1c2ccccc2C(Nc2ccc(S(=O)(=O)N3CCCCC3)cc2)N1Cc1ccco1 (stereo not given)	7.7	-0.2	-13.2	-2.4	0.6	-4.9	-4.4	1.6	1.2
CCOC(=O)C1CCN(C(=O)Nc2c(-c3ccccc3)noc2C)CC1	12.9	-0.9	-5.5	1.0	0.2	0.8	-11.7	8.7	0.7
O=c1cc(O)n(-c2ccccc2F)c(=S)[nH]1	6.6	11.7	-10.2	-4.1	0.0	6.8	-32.4	23.6	-18.1
COc1ccc(C(=O)O/N=C(/C)c2cccs2)cc1	22.3	-2.4	14.0	96.7*	-3.7	99.1*	98.3*	-2.8	5.9
O=C(CN1N=C(c2ccccc2)CCC1=O)NCc1ccccc1	25.0	-1.7	-10.7	-1.4	-2.4	5.6	4.0	-7.9	1.8
O=C(O)c1cc(NC(=O)c2ccc3c(c2)C(=O)N(Cc2ccccc2)C3=O)cc(C(=O)O)c1	9.0	-6.2	15.1	-7.1	-1.2	17.6	-8.7	-6.9	2.8
CN1CCCN(Cc2cccc3ccccc23)CC1	29.9	9.0	-15.5	-7.8	-1.9	-13.4	-7.9	-6.4	2.0
COCCNC(=O)c1cc(-c2ccccc2)nn1Cc1cc(C)no1	3.9	-4.9	-1.8	1.4	-3.4	0.4	19.4	2.9	-0.9
O=S(=O)(NCc1ccccn1)c1ccc(Br)s1	2.5	0.9	9.9	-4.7	-3.0	-1.3	-11.2	-4.0	0.5
COC(=O)c1ccc(C2C(C#N)=C(N)Oc3cc(N)ccc32)cc1 (stereo not given)	13.8	6.0	19.9	-4.9	-0.5	-3.5	-23.3	2.5	-26.9
CCc1c(O)nc2sc3ccccc3n2c1=O	40.2*	3.1	-2.2	1.2	-2.1	-0.4	-3.4	-8.4	2.0
CCn1c(=O)[nH]c2cc(C(=O)Nc3cc(C)cc(C)c3)ccc2c1=O	-11.4	-6.0	-19.6	-8.2	3.3	-5.0	0.4	1.4	0.1
CN(C)CCn1ccc(O)c(Cc2ccc(Cl)cc2)c1=O	14.8	7.9	-3.8	-2.0	-2.3	-7.8	-13.3	5.0	0.4
COc1ccc(C(=O)c2cnc[nH]2)cc1	23.6	-2.1	1.4	-10.2	1.3	4.7	-2.7	-6.3	-4.1
O=C(Nc1ccccc1N1CCOCC1)c1ccc(Br)o1	-0.6	4.1	-10.7	-3.1	0.4	6.4	1.2	1.9	2.7
O=C(CSc1nnc(CNc2ccc(Cl)cc2)o1)Nc1nc2ccccc2s1	15.6	-4.8	-5.0	-9.7	-1.3	-3.1	3.2	-18.4	3.2
C(=N\NCc1ccccc1)/c1ccc2nccnc2c1	-2.3	-2.4	15.0	1.6	-3.1	12.6	16.6	-17.9	5.5
O=C(Nc1nc(-c2ccccc2)cs1)c1ccc(N2CCOCC2)c([N+](=O)[O-])c1	13.7	-3.2	1.3	4.0	-2.7	3.4	4.8	-11.1	1.1
O=C(O)c1ccc(/C=N/O)cc1	23.9	-7.0	3.9	2.4	-4.9	9.1	-16.6	-12.1	1.2
Cc1[nH]c2ccccc2c1C(=O)CSc1nncn1C	18.1	-5.0	-20.4	-3.8	-0.3	2.8	-19.5	-6.5	0.0
CCCOc1ccc(C2C(C(=O)c3cc4ccccc4o3)=C(O)C(=O)N2c2cc(C)on2)cc1 (stereo not given)	-95.4	-9.7	-43.1	-5.9	-2.9	6.3	20.4	-4.7	-56.3
CCCC(=O)Nc1ccc2oc(=O)ccc2c1	-11.8	-7.7	-9.9	-4.4	-0.2	1.9	3.3	13.2	0.7
Cc1cccc(CN2C(=O)N/C(=C/c3cc(C)n(-c4cc(C)ccn4)c3C)C2=O)c1	-387.0	-3.6	0.5	-3.3	-2.6	1.8	4.0	-6.2	-26.3
COc1ccc(C(=O)CSc2nnc(CNC(=O)c3ccccc3F)n2C)cc1OC	10.1	-4.7	-15.2	-0.6	0.0	-6.6	-20.0	-1.1	-0.3

The last 2 records of the section above are carried over, then new ones follow.
Molecule	SENP8 block-2	HKDC1 inhibitor	PfGluPho inh	SENP8 block-1	beta cell repl	SENP7 block	SENP6 block	UBC13 inh	SENP1 inh
Cc1cccc(CN2C(=O)N/C(=C/c3cc(C)n(-c4cc(C)ccn4)c3C)C2=O)c1	-387.0	-3.6	0.5	-3.3	-2.6	1.8	4.0	-6.2	-26.3
COc1ccc(C(=O)CSc2nnc(CNC(=O)c3ccccc3F)n2C)cc1OC	10.1	-4.7	-15.2	-0.6	0.0	-6.6	-20.0	-1.1	-0.3
Cc1nnc(NC(=O)CCn2c(=O)oc3ccccc32)s1	10.4	-7.9	15.1	-1.9	2.5	3.5	-3.2	2.6	1.1
O=C(O)c1ccc(NS(=O)(=O)c2cc(Cl)sc2Cl)cc1	11.6	5.7	-27.1	4.3	0.0	-2.2	-1.9	-0.3	0.0
Cc1ccc(S(=O)(=O)Oc2ccc(/C=C(/NC(=O)c3ccccc3)C(=O)Nc3ccccc3)cc2)cc1	34.2	-7.4	-7.3	-6.7	-3.9	-7.1	-20.2	-11.6	2.2
Cc1cc(C(=O)NC(C)C2CCCO2)c(C)o1 (stereo not given)	-3.9	-7.3	-0.9	5.6	-0.1	-0.4	-12.9	5.2	-4.8
CCCn1c(N)c(C(=O)CN(C)CC(=O)Nc2cc(C)ccc2C)c(=O)[nH]c1=O	-0.4	-1.9	-10.0	-4.6	-3.3	-5.0	0.4	4.2	-1.4
NS(=O)(=O)c1ccc2c(c1)oc(=O)c1cc(S(N)(=O)=O)ccc12	-1.1	-3.1	6.3	10.7	-3.1	3.1	-21.1	-4.2	-35.3
OCCN(CCO)CC(O)COc1ccc(C23CC4CC(CC(C4)C2)C3)cc1 (stereo not given)	15.0	-2.3	15.2	·	·	·	·	·	-0.9
COc1ccc(CCNC(=O)C2CCN(S(=O)(=O)N3CCOCC3)CC2)cc1OC	12.2	-10.1	-6.8	-3.5	2.2	-1.1	-7.8	1.2	0.9
COc1ccccc1CN(C(=O)CCl)C(C(=O)NC1CCCCC1)c1ccncc1 (stereo not given)	14.2	-6.8	49.9	·	·	·	·	·	-0.7
CC(=O)N1CCOCCOCCN(C(C)=O)CCOCC1	12.4	-5.8	-7.6	0.7	-1.8	2.4	3.6	5.1	0.2
CCOC(=O)C1CCN(C(=O)CCc2c(C)nc3cc(-c4ccc(OC)cc4OC)nn3c2C)CC1	-358.4	-3.6	3.6	-1.1	-1.7	3.6	-5.9	18.2	2.0

Screening data as filed in PubChem.
